Assay outcomes as filed in PubChem.
RBX1-CUL1 inh: inhibitors of human ROC1-CUL1 ubiquitin ligase activity; inhibition, % at 10 µM; in vitro K48 di-Ub FRET, acceptor:donor ratio, 45 min; hit rate 0.6% among 140,000; in the data active = inhibition above about 25%
Target sequence (P62877 whole entry, looked up): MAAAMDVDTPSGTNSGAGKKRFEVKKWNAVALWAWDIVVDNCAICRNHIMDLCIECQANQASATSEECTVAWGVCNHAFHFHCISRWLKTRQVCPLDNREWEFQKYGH
Target sequence (Q13616 whole entry, looked up): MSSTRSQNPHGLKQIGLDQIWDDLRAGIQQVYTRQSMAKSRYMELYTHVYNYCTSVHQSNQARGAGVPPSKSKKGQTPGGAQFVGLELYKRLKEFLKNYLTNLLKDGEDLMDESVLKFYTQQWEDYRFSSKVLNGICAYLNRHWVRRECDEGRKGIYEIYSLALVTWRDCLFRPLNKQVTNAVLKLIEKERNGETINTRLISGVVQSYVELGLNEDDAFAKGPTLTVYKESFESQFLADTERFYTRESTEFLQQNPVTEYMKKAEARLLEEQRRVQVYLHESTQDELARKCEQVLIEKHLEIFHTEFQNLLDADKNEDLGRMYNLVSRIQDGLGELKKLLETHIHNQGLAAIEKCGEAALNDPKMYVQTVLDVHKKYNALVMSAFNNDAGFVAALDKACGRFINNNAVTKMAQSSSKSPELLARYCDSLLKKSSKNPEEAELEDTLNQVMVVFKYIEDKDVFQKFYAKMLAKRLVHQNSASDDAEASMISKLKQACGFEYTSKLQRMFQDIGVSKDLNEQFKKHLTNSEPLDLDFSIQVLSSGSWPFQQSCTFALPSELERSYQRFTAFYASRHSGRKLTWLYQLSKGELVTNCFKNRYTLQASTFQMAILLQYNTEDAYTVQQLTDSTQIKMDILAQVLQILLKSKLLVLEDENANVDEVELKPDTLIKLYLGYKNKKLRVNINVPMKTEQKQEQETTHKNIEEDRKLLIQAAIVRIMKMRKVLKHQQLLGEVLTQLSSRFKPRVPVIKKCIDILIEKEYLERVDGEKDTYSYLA
* = called active by the depositor. A portion of the library (hit frequency here may not be typical).

compound | RBX1-CUL1 inh
COC(=O)c1c(NC(=O)/C=C/c2ccc3c(c2)OCO3)sc(C)c1C | -7
CCC(C)c1ccccc1NC(=O)c1cccnc1 (stereo unspecified) | -6
COc1ccc(NC(=O)C2(N(C(=O)CSc3nc4ncccc4[nH]3)c3ccc(OC)cc3)CCCCC2)cc1 | 6
Fc1ccc(CNCc2cccc(Br)c2)cc1 | -4
O=C(/C=C/c1ccc(Cl)cc1)NCCCc1ccccc1 | -4
Cc1cccc(C)c1-n1ncc(C(=O)O)c1C1CCN(C(=O)OC(C)(C)C)CC1 | -3
O=C(O)CSc1nc2sc3c(c2c(=O)n1-c1ccc(Cl)cc1)CCC3 | 16
CCOCCn1c(=O)c2c(nc3n(-c4ccc(F)cc4)c(C)cn23)n(C)c1=O | 2
CSc1ccccc1C(=O)NC1CC(=O)N(CCCc2ccccc2)C1 (stereo unspecified) | 2
Clc1ccccc1CNc1ccccc1-n1c(-c2ccccc2Cl)nc2ccccc21 | -3
O=[N+]([O-])c1cc([N+](=O)[O-])c(-c2ccncn2)s1 | 1
CCCN(CCC)S(=O)(=O)c1ccc(Cl)c(OCC)c1 | 1
Cn1c(=O)c2c(-c3ccc(Br)cc3)n(Cc3ccc(F)cc3)cc2n(C)c1=O | 2
Cc1c(C(=O)NC2CCCC2)nnn1-c1cccc(Cl)c1 | 1
COC(=O)CN1C(=O)S/C(=C/c2cc(I)c(O)c(OC)c2)C1=O | 10
Cc1cccc(OCC(=O)Nc2ccc3c(c2)OCO3)c1 | 10
CCNC(=O)N1CCC2(CCCN(Cc3cc(OC)ccc3F)C2=O)C1 (stereo unspecified) | 2
COc1ccccc1/C=C/CN1CCN(c2cnn(C)c(=O)c2)CC1 | -10
COc1cc(/C=C2\C(=N)N3N=CSC3=NC2=O)ccc1OS(=O)(=O)c1ccccc1 | 10
Cc1ccc(Oc2ccc(NC(=O)CCC(=O)OCC(=O)c3cccs3)cc2)cc1C | 3
O=C(O)C1CCC2(C(=O)O)CCCC12 (stereo unspecified) | -6
CC(C)(C)Oc1ncc(-c2cc(F)cc(-c3cnc(OC(C)(C)C)nc3OC(C)(C)C)c2)c(OC(C)(C)C)n1 | -2
O=C(c1ccc(-c2cccc(-c3ccn[nH]3)c2)o1)N1CCCCC1 | 3
CC(Oc1cccc(Cl)c1)C(=O)N/N=C/c1ccc(Br)s1 (stereo unspecified) | -1
Oc1ccccc1CN(Cc1cccnc1)CC1CCCN(C2CCCCC2)C1 (stereo unspecified) | 3
O=C1CC(c2ccccc2)Cc2ccccc21 (stereo unspecified) | -7
Cc1sc2nc3c4ccccc4c(NCC4CCCO4)nn3c(=O)c2c1C (stereo unspecified) | 5
N#CC1(CCCN2CCCCC2)c2ccccc2CCc2ccccc21 | -10
COc1ccccc1C(=O)Nc1c(C(=O)N(CCN(C)C)Cc2ccco2)oc2ccccc12 | -4
COc1cccc(CNC(=O)C2CCCN(c3nnc(-n4c(C)ccc4C)s3)C2)c1OC (stereo unspecified) | -9

compound | RBX1-CUL1 inh
COc1ccc(/C=C/C(=O)Oc2cccc(/C=N\NC(=O)C3C(=O)NCC3c3ccccc3)c2)cc1 (stereo unspecified) | 4
Cc1ccc(C)c(-c2ccc(=O)n(C(C)C(=O)Nc3ccccc3C(F)(F)F)n2)c1 (stereo unspecified) | -2
CC(C)CSc1nnc2nc3[nH]c4ccccc4c3nn12 | 1
COc1cnc(N2CCCNCC2)nc1-c1ccnn1C | 14
CNC(=O)c1c(NC(=O)c2ccc(S(=O)(=O)N3CCC(C)CC3)cc2)sc2c1CCC2 | -7
O=C(Nc1cccc2ccccc12)c1cccnc1 | 2
COc1cccc(C(=O)NCC2Cc3cc(-c4ccnc(SC)n4)cc(Cl)c3O2)c1 (stereo unspecified) | 9
Cn1c(=O)oc2cc(S(=O)(=O)NC(Cc3ccccc3)C(=O)NCc3ccc(F)cc3)ccc21 (stereo unspecified) | 1
CN1C(=O)CC(=NNc2ccccc2)NC1=O | -8
O=C1C2C3C=CC(C3)C2C(=O)N1CNc1ccccc1Cl (stereo unspecified) | -2
OCCNCc1ccc(N2CCCC2)cc1 | -12
COC(=O)c1sc(NC(=O)c2cc(C)cc(C)c2)c(C#N)c1C | 2
N#Cc1cccc(N=C2C(=O)Nc3ccccc32)c1 | 1
COc1ccc(-c2cc(C(F)(F)F)nc(SCC(=O)NCc3cccnc3)n2)cc1 | 2
COc1ccc(NS(=O)(=O)Cc2ccccc2C)cc1Cl | 0
CN(C)C(=O)c1ccc(NC(=O)c2ccccn2)cc1 | 15
Cc1ccc(CNc2ncccc2-c2nc(-c3ccc(Cl)cc3)no2)cc1 | -5
Cc1cc(/C=C2\C(=O)NC(=S)N(c3cccc(Cl)c3)C2=O)c(C)n1-c1sc2c(c1C(=O)Nc1ccccc1)CCCC2 | 8
CCCOC(=O)C1(N2CCOCC2)c2cc(Cl)ccc2-c2ccc(Cl)cc21 | 1
COC(=O)c1c(-c2ccc(OC)cc2)csc1NC(=O)c1cc([N+](=O)[O-])cc([N+](=O)[O-])c1 | -12
OCCNc1nc(N2CCN(c3ccccc3)CC2)nc2ccccc12 | -10
CC1(C)COC(N2c3ccccc3Sc3ccccc32)=N1 | 6
CCOC(=O)c1c(-c2ccc(C)cc2)csc1NC(=O)CSc1ccccc1 | -5
CC(=O)OCC1OC(COc2ccc3c(=O)c(-c4csc(C)n4)coc3c2)C(OC(C)=O)C(OC(C)=O)C1OC(C)=O (stereo unspecified) | -1
CCOC(=O)c1c(-c2ccc(-c3ccccc3)cc2)csc1NC(=O)CNCc1ccccc1 | -8
COc1ccc(NC(=O)C2CC(=O)NC(Nc3nc(C)c4ccccc4n3)=N2)cc1 (stereo unspecified) | 6
COc1ccccc1-c1noc(-c2ccc(N3CCN(C)CC3)c([N+](=O)[O-])c2)n1 | 8
COc1cc(NC(=O)NC2CC(C)(C)NC(C)(C)C2)cc(OC)c1OC | 10
CC(C)CC(=O)C(=O)NC1CC(=O)N(CCc2cccc(Cl)c2)C1 (stereo unspecified) | 1
CC(C)NCCOC(c1ccc(F)cc1)c1ccc(F)cc1 | 6

Given with values ahead of the structure: 5 of the compounds above
RBX1-CUL1 inh | SMILES
6 | CC(C)NCCOC(c1ccc(F)cc1)c1ccc(F)cc1
1 | Cn1c(=O)oc2cc(S(=O)(=O)NC(Cc3ccccc3)C(=O)NCc3ccc(F)cc3)ccc21 (stereo unspecified)
-2 | Cc1ccc(C)c(-c2ccc(=O)n(C(C)C(=O)Nc3ccccc3C(F)(F)F)n2)c1 (stereo unspecified)
-8 | CCOC(=O)c1c(-c2ccc(-c3ccccc3)cc2)csc1NC(=O)CNCc1ccccc1
-8 | CN1C(=O)CC(=NNc2ccccc2)NC1=O

Arranged by the number under RBX1-CUL1 inh (largest number first): five of the compounds above.
compound | RBX1-CUL1 inh
O=C(Nc1cccc2ccccc12)c1cccnc1 | 2
CC(C)CC(=O)C(=O)NC1CC(=O)N(CCc2cccc(Cl)c2)C1 (stereo unspecified) | 1
COc1ccc(NS(=O)(=O)Cc2ccccc2C)cc1Cl | 0
CN1C(=O)CC(=NNc2ccccc2)NC1=O | -8
OCCNc1nc(N2CCN(c3ccccc3)CC2)nc2ccccc12 | -10

Some of these compounds in order of length of the SMILES, rising:
compound | RBX1-CUL1 inh
CCCOC(=O)C1(N2CCOCC2)c2cc(Cl)ccc2-c2ccc(Cl)cc21 | 1
COc1ccc(-c2cc(C(F)(F)F)nc(SCC(=O)NCc3cccnc3)n2)cc1 | 2
COC(=O)c1c(-c2ccc(OC)cc2)csc1NC(=O)c1cc([N+](=O)[O-])cc([N+](=O)[O-])c1 | -12

Next part.
compound | RBX1-CUL1 inh
Nc1nc(SCC(=O)Nc2nc(-c3ccccc3)ns2)n[nH]1 | -2
CCCOc1cccc(C(=O)Nc2cc(-c3nc4ccccc4[nH]3)ccc2C)c1 | -3
COC(=O)c1ccc(S/C(=C\c2ccccc2)C(=O)c2ccc([N+](=O)[O-])o2)cc1 | 6
CC(=O)Nc1nc(COc2ccccc2)cs1 | 3
Cc1ccc(CS(=O)(=O)NC2CC3CCC2C3)cc1 (stereo unspecified) | 1
CCOC(=O)c1c(NC(C)=O)c2c3c(sc2n1Cc1cc(C)ccc1C)CCCC3 | -3
COCCC(=O)N1CCCC(CCc2cccc(OC)c2)C1 (stereo unspecified) | 13
O=C(/C=C/c1cccc(F)c1)N1CCCC(c2nc(-c3cccnc3)ncc2-c2ccccc2F)C1 (stereo unspecified) | 1
CN(CCCN1CCOCC1)Cc1cn(C)nc1-c1ccccc1F | 7
O=C(CCn1cccn1)NCc1cccnc1Oc1ccc(F)cc1F | -6
COc1cc2c(C(=O)Nc3ccc(C)cc3Br)cn(C)c(=O)c2cc1OC | -5
Cc1ccccc1/C=N/NC(=O)c1ccccc1[N+](=O)[O-] | -3
CCOC(=O)C1=C(c2ccccc2)N=c2s/c(=C\c3cc(Br)cc(OC)c3O)c(=O)n2C1c1ccc2c(c1)OCO2 (stereo unspecified) | -4
CC(NC(=O)c1cc2sccc2n1Cc1ccc(F)cc1)c1ccccc1 (stereo unspecified) | 0
COc1ccccc1C1C(C(=O)N2CCCCC2)C(C)=Nc2nc3ccccc3n21 (stereo unspecified) | -6
O=C(Nc1ccnn1C1CCN(C(=O)Cn2cccn2)CC1)c1ccc2c(c1)OCO2 | -3
COC(=O)C1=C(SC)CC(=O)NC1=O | -4
O=C(CCc1ccco1)N1CCOC(Cc2cccc(C(F)(F)F)c2)C1 (stereo unspecified) | 4
Cc1ccc(C(=O)Nc2ccc(-c3cn4cccnc4n3)cc2)cc1C | -2
CN(C)c1nc(Cl)c(CN2CCCC(CCC(=O)N3CCOCC3)C2)s1 (stereo unspecified) | 10
CCn1cc(CNC(=O)c2ccc(C3CCCN3C3CCOCC3)s2)cn1 (stereo unspecified) | -5
COc1ccc(C(=O)c2c(N)c(-c3nc(-c4ccc(OC)cc4)cs3)c3ccccn23)cc1 | 2
O=c1c(OS(=O)(=O)c2ccccc2)c(-c2ccc(Cl)cc2)oc2ccccc12 | 10
C=CC[C@@H]1CC=C[C@@H](C)N1C(=O)c1cc(Cn2nc(C)cc2C)[nH]n1 | -15
COC(=O)c1ccc(-n2c(CCC(=O)O)ccc2-c2ccc(C)cc2)cc1 | 5
Cc1ccc2c(c1)CC(C)N2S(=O)(=O)c1nnc(NC(=O)c2ccccc2F)s1 (stereo unspecified) | -2
O=C(NC1CC1)C1CC(=O)N(c2ccc(F)cc2)C1 (stereo unspecified) | 8
OC(c1cccs1)C1CCN(c2nc3nonc3nc2N2CCOCC2)CC1 (stereo unspecified) | -3
O=C(CN(c1ccc(F)cc1)S(=O)(=O)c1ccc2c(c1)OCCO2)N1CCc2ccccc2C1 | -4
Cn1c(SCC2=Nc3ccc(Cl)cc3C(=O)C2)nnc1-c1ccccc1 | 2

compound | RBX1-CUL1 inh
O=C(N/N=C/c1ccco1)c1cc(-c2cccc([N+](=O)[O-])c2)n[nH]1 | -5
O=C(CN(Cc1ccc(Cl)cc1Cl)S(=O)(=O)c1ccccc1)Nc1cc(C(F)(F)F)ccc1Cl | 4
CC(C)(C)C1CCc2c(sc(NC(=O)Cn3nnc(-c4ccccc4Cl)n3)c2C#N)C1 (stereo unspecified) | -12
CCc1nnc(SC(CC)C(=O)NCCOC)c2cc3occc3n12 (stereo unspecified) | -6
COc1ccc(-c2nc(CNS(=O)(=O)c3ccccc3)cs2)cc1 | -14
CCC(Oc1ccccc1F)C(=O)N1CCN(c2ccc(OC)cc2)CC1 (stereo unspecified) | 2
Cc1nc2nc(SCC(=O)N(Cc3ccccc3)C(C)C)nn2c(C)c1Cc1ccccc1Cl | -2
O=C(CCc1ccccc1)NC(=S)Nc1ccc(Cl)cc1Cl | -10
Fc1ccc(-c2nnc3c(N4CCNCC4)nc4ccc(Cl)cc4n23)cc1 | -4
COC(=O)c1ccccc1NC(c1ccccc1)(c1ccccc1)c1ccccc1 | -9
Cc1cc(=O)oc2c1ccc1oc(Cc3ccccc3)c(C)c12 | -11
Cc1ccc(C(=O)Nc2nnc(S(=O)(=O)N3CCCc4ccccc43)s2)cc1 | 6
CCOc1ccc(CNC(=O)CN2C(=O)CSc3c2c(C)nn3-c2ccccc2)cc1 | 2
Nc1nc(-c2ccco2)nn1C(=O)c1cccs1 | 6
O=c1[nH]c2ccccc2n2c(-c3ccc(Cl)cc3)nnc12 | 2
O=C(c1csc(-c2cccs2)n1)N1CCCC(c2cc(=O)[nH]cn2)C1 (stereo unspecified) | 15
Cc1cc(Nc2ccc(Cl)cc2)c2c(N)ccc(C)c2n1 | -5
Cc1nn(C)cc1CN1CCOc2ccc(C(O)C(c3ccccc3)c3ccccc3)cc2C1 (stereo unspecified) | 7
Cc1ccc(OCC(=O)OC(C)CN(C)Cc2ccccc2)cc1 (stereo unspecified) | 3
COc1cc(CC2(CCC(=O)NC(C)C34CC5CC(CC(O)(C5)C3)C4)CCC(=O)N2)ccc1F (stereo unspecified) | 7
COc1ccc2oc(-c3ccc(C)c(NC(=O)c4ccc5c(c4)OCCO5)c3)nc2c1 | 0
CC(C)CNS(=O)(=O)c1ccc(OCC(=O)NCC2CCCO2)c(Cl)c1 (stereo unspecified) | -5
CC(=O)N1CCc2cc(S(=O)(=O)CCC(=O)NCc3ccc(Cl)cc3)ccc21 | 8
Cc1ccnc(NS(=O)(=O)c2ccc(F)c(F)c2)c1 | 3
Cn1ccnc1SCC(=O)NC1CC1 | 0
NC(=O)CCNC(=O)CC(c1ccccc1)c1ccc2c(c1)OCO2 (stereo unspecified) | -3
O=C(Oc1ccc2c(C(F)(F)F)cc(=O)oc2c1)c1ccccc1 | -1
CCOC(=O)c1cc(=O)sc2c1c1ccccc1n2Cc1ccc(Cl)cc1 | -6
CCn1c(=O)c2c(nc3n(-c4cccc(C)c4)c(C)cn23)n(C)c1=O | 3
